Assay outcomes as filed in PubChem.
POLI inh – inhibitors of human DNA polymerase iota. Q9UNA4. Pol iota fluorescent replication assay, 10 min. Potency, µM (titrated, usually from 115 µM), inactives show top-dose activity, negative = inhibition, usual class: inhibitors. hit rate 1% among 390,000; also: potency is read from the fitted curve at half-maximal effect
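Fluorescent replication assay read twice, at 0 min and 10 min after adding 50 nM (final) substrate. Enzyme (10 nM) and compounds were first incubated 15 min at room temperature; enzyme-free buffer wells were negative controls.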
Pol beta inh – inhibitors of human DNA polymerase beta; P06746; Pol beta primer extension/strand displacement, fluorescence kinetic; Potency, µM (highest dose often 114 µM), for the others: at the highest dose activity change, negative = inhibition, usual class: inhibitors; hit rate 1.3% among 340,000; also: potency is read from the fitted curve at half-maximal effect; % is scaled to controls: 0 for no effect and ±100 for the full control effect
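Kinetic readout of DNA synthesis with strand displacement by Pol beta. Compound and 10 nM enzyme sit 15 min at room temperature; 50 nM substrate starts the reaction, read immediately and at 10 min.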
POLK inh – inhibitors of human DNA polymerase kappa. Q9UBT6. purified Pol kappa, fluorescent DNA synthesis assay, 10 min. Potency, µM (doses to about 107 µM), for inactives: at the highest dose activity, negative = inhibition, hits mostly inhibitors. hit rate 0.53% among 400,000. AID 588579; also: potency is read from the fitted curve at half-maximal effect; % is scaled to controls: 0 for no effect and ±100 for the full control effect
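Kinetic fluorescence readout at 0 and 10 min followed reaction start with substrate at 50 nM final. Beforehand, enzyme (10 nM Pol kappa) stood 15 min with compound at room temperature; buffer-only wells were negative controls.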
BLM inh – inhibitors of human Bloom syndrome helicase BLM | P54132 | AID 2528 | recombinant BLM DNA unwinding, fluorescence dequenching | Potency, µM (highest dose often 56.1 µM), for the others: at the highest dose activity change, negative = inhibition, usual class: inhibitors | hit rate 0.2% among 350,000;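 also: potency is read from the fitted curve at half-maximal effect; plate controls were vehicle for no effect and no enzyme for full effect; nearly all actives have a fitted effect of over 35% in size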
LDHA block – LDHA (human) enzyme inhibition. P00338. purified LDHA, NADH/diaphorase-resazurin fluorescence; hits give low values. activity change, % (values are at about 110 or 230 µM). hit rate 0.15% among 480,000; in the data active = activity change below about -30%; inconclusive = mostly about -25% to -30%;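 also: plate controls were DMSO wells for no effect and wells without enzyme for full effect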
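Remaining NADH was detected by diaphorase (0.133 mg/mL) converting 37 µM resazurin to fluorescent resorufin, read at 0 and 20 minutes. The preceding 5-minute room-temperature reaction used 2 nM LDHA, 0.2 mM sodium pyruvate and 0.06 mM NADH at pH 7.4.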
GRP78 ERSR act – ER stress response induction in glioma. U87-MG GRP78 promoter luciferase reporter, 16 h. Potency, µM, without a hit: top-dose activation, actives largely listed as activators. hit rate 0.02% among 420,000; also: potency is read from the fitted curve at half-maximal effect; series mostly up to about 76 µM; % of control where 0% means no effect; nearly all actives have a fitted effect of over 35% in size
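Stably transfected U87-MG glioma cells carrying a GRP78-based luciferase sensor; 16 h compound incubation. Luminescence end-point read 10 min after Bright-Glo addition at room temperature.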
APEX1 inh – APE1 (human) endonuclease inhibition. recombinant APE1, TAMRA/BHQ-2 abasic DNA cleavage fluorescence. AID 2517. Potency, µM (titrated, usually from 65.8 µM), for inactives: top-dose activity change, negative = inhibition, usual class: inhibitors. hit rate 0.35% among 350,000;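 also: potency is read from the fitted curve at half-maximal effect; plate controls were vehicle for no effect and reference inhibitor for full effect; nearly all actives have a fitted effect of over 55% in size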
Target sequence (P27695 whole entry, looked up): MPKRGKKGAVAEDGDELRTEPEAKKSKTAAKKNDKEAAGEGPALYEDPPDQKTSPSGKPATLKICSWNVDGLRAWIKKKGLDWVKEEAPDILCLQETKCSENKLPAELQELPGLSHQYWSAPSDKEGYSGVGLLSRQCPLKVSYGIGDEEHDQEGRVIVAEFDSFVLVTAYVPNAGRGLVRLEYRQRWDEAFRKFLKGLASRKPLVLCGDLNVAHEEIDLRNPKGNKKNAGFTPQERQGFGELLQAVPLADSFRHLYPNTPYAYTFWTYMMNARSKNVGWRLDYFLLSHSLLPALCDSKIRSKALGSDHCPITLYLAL
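Enzyme (0.75 nM final) and test compound are incubated 15 min at room temperature before adding 50 nM quenched THF abasic-site duplex. Cleavage dequenches TAMRA, followed at 525/598 nm over three reads one minute apart.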
Anesthetic bind – candidate novel general anesthetic via apoferritin binding. Potency, µM (doses to about 77.5 µM), inactives show top-dose activity change, negative = displacement, actives largely listed as inhibitors. apoferritin/1-aminoanthracene competitive binding, fluorescence. P02791. hit rate 0.074% among 350,000. AID 485281; also: potency is read from the fitted curve at half-maximal effect; % is scaled to controls: 0 for no effect and ±100 for the full control effect; nearly all actives have a fitted effect of over 20% in size
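Read-out: endpoint 1-AMA fluorescence, excitation 380 nm and emission 535 nm, after compounds sit 10 min at room temperature with 10 uM horse-spleen apoferritin in 50% saturated 1-AMA/PBS. Values come from four-parameter Hill fits.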
POLH inh – blocks human DNA polymerase eta activity. recombinant Pol eta, fluorescent DNA replication assay. Potency, µM (doses to about 114 µM), inactives show at the highest dose activity change, negative = inhibition, most hits filed as inhibitors. hit rate 1.2% among 390,000. Q9Y253; also: potency is read from the fitted curve at half-maximal effect; % is scaled to controls: 0 for no effect and ±100 for the full control effect
Target sequence (Q9Y253 whole entry, looked up): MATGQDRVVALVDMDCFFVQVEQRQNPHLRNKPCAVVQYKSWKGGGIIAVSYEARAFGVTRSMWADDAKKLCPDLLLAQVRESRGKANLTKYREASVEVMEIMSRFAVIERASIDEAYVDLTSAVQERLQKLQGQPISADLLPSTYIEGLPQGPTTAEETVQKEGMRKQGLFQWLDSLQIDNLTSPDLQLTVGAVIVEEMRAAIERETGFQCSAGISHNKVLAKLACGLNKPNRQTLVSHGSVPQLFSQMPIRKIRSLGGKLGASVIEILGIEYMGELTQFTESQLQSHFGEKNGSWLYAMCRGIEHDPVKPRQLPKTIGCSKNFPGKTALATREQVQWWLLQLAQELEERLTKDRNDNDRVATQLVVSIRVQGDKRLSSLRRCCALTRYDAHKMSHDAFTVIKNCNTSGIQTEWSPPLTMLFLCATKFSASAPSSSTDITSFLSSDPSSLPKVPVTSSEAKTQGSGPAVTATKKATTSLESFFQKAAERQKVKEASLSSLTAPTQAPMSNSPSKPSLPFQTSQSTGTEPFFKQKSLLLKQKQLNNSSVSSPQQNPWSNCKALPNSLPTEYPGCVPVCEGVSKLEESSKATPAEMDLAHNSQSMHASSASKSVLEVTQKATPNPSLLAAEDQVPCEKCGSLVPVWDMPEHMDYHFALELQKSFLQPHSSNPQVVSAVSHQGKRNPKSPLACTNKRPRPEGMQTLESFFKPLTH
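Pol eta at 10 nM preincubated with compounds 15 min at room temperature; reaction started with fluorescent substrate (50 nM final) and read kinetically at 0 and 10 min.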
* hit, by the source's call; ? = inconclusive; . = no result given; [ ] = dose if it differs, or a comment. Unless noted, calls follow the shape of the dose curve; as a rule, active = well fitted curve in the direction sought with a large enough effect; inconclusive = small, poorly fitted or top-dose-only effect, or another doubt; inactive = no such curve, though single readings can be large; an effect the other way counts as inactive or inconclusive.

Abbreviations: A = POLI inh; B = Pol beta inh; C = POLK inh; D = BLM inh; E = LDHA block; F = GRP78 ERSR act; G = APEX1 inh; H = Anesthetic bind; I = POLH inh
> O=C1CN(C(=O)CSc2nnnn2-c2ccc(Cl)cc2)c2ccccc2N1
  A = 16%; B = 0%; C = -9%; D = -6%; E = -2; F = 1%; G = 12%; H = -16%; I = -12%
> COc1ccc(NC(=O)C2(c3cccs3)CCOCC2)cc1
  A = 15%; B = 11%; C = -15%; D = -6%; E = 2; F = -1%; G = 0%; H = -7%; I = -1%
> O=C(N/N=C/c1ccc2c(c1)OCO2)C(=O)Nc1cccc(Cl)c1
  A = -6%; B = 25%; C = -8%; D = 4%; E = -12; F = 9%; G = 3%[12.4 µM]; H = -3%; I = 2%
> CCCn1nc(C(=O)NNC(=O)CCCOc2ccc(C)cc2)c2ccccc2c1=O
  A = 22%; B = 10%; C = -22%; D = -10%; E = -6; F = -4%; G = 5%; H = -4%; I = -14%
> CCN(c1cccc(C)c1)S(=O)(=O)c1cnc[nH]1
  A = 22%; B = 1%; C = -6%; D = -2%; E = 2; F = -2%; G = -5%; H = -14%; I = -11%
> CC(C)NC(=O)N1CCCC2(CCN(S(=O)(=O)c3ccccc3)CC2)C1
  A = .; B = .; C = -6%[60.1 µM]; D = 3%; E = .; F = -4%; G = 2%; H = .; I = .
> C=CCn1c(SCC(=O)Nc2ccc3c(c2)OCCO3)nnc1-c1ccco1
  A = 0%; B = 12%; C = -9%; D = 0%; E = -3; F = 0%; G = 3%; H = ?; I = -18%
> Cc1c(C(=O)NC(=S)N(Cc2ccccc2)c2ccccn2)cccc1[N+](=O)[O-]
  A = -15%; B = .; C = 9%; D = .; E = 2; F = -1%; G = 7%; H = .; I = -7%
> C#CCOCCOCCOCCNc1nc(N2CCN(C(=O)[C@H](CCCN=C(N)N)n3cc(C(N)[C@@H](C)CC)nn3)CC2)nc(N2CCN(C(=O)[C@H](CC(N)=O)n3cc([C@@H](N)C(C)C)nn3)CC2)n1 (stereo partly specified)
  A = ?; B = .; C = 4%; D = .; E = -3; F = 3%; G = 8%; H = .; I = -6%
> Cc1cccnc1NC(=S)NC(=O)c1oc2ccccc2c1C
  A = 2%; B = 49%; C = 4%; D = 1%; E = -5; F = 7%; G = -3%; H = -11%; I = -8%
> CC/C(=N\NC(N)=O)c1ccc(OC(F)F)cc1
  A = -2%; B = -1%; C = 7%; D = -3%; E = -8; F = 0%; G = 6%; H = -9%; I = 8%
> O=C(O)CSCC(=O)Nc1ccc(-c2nc3ccccc3s2)cc1
  A = -1%; B = ?; C = -12%; D = -10%; E = -5; F = -8%; G = ?; H = -7%; I = 45µM*
> COc1cc([N+](=O)[O-])cc(/C=N/NC(=O)c2ccc(NC(=O)c3ccc(C)cc3)cc2)c1O
  A = 78%[activator]; B = -23%; C = -7%; D = -4%; E = -3; F = ?; G = 2%; H = -9%; I = -18%
> Cc1[nH]c2ccccc2c1/C=N/Nc1nc2ccccc2[nH]1
  A = 29%; B = ?; C = -17%; D = 4%; E = -6; F = -6%; G = 6%; H = -8%; I = -16%
> COc1ccc(CN2CCNC(=O)C2CC(=O)NCC2CCOCC2)cc1C (stereo unspecified)
  A = 1%; B = 1%; C = 2%; D = 0%; E = 2; F = 5%; G = 8%; H = -10%; I = -6%

Quoted from the entries so far, 2 compounds:
Abbreviations: A = POLI inh; B = Pol beta inh; C = POLK inh; D = BLM inh; E = LDHA block; F = GRP78 ERSR act; G = APEX1 inh; H = Anesthetic bind; I = POLH inh
> Cc1[nH]c2ccccc2c1/C=N/Nc1nc2ccccc2[nH]1
  A = 29%; B = ?; C = -17%; D = 4%; E = -6; F = -6%; G = 6%; H = -8%; I = -16%
> COc1ccc(CN2CCNC(=O)C2CC(=O)NCC2CCOCC2)cc1C (stereo unspecified)
  A = 1%; B = 1%; C = 2%; D = 0%; E = 2; F = 5%; G = 8%; H = -10%; I = -6%

Next section.
Abbreviations: A = POLI inh; B = Pol beta inh; C = POLK inh; D = BLM inh; E = LDHA block; F = GRP78 ERSR act; G = APEX1 inh; H = Anesthetic bind; I = POLH inh
> O=S(=O)(Cc1ccccc1)N1CCN(C2Cc3ccccc3C2)CC1
  A = 8%; B = 4%; C = -4%; D = -9%; E = -3; F = -2%; G = 4%; H = -8%; I = -6%
> CC(C)CCNC(=O)c1cccc(Nc2nc3ccccc3n3nnnc23)c1
  A = 4%; B = 20%; C = -19%; D = 2%; E = 2; F = -6%; G = .; H = 4%; I = -7%
> CC(Oc1ccc(Cl)cc1Cl)C(=O)NNC(=O)c1cccnc1 (stereo unspecified)
  A = -5%; B = 84%; C = 7%; D = 1%; E = -2; F = -2%; G = 42%; H = -2%; I = -12%
> COc1ccc(/C=C/C(=O)Oc2ccc(C)cc2)cc1
  A = -2%; B = -1%; C = 8%; D = -3%; E = -2; F = -3%; G = 13%; H = -18%; I = -11%
> COc1cc(OC)nc(/N=C/N(C)C)n1
  A = 57%[activator]; B = 4%; C = 2%; D = -4%; E = -13; F = -2%; G = 3%; H = -2%; I = 9%
> CC(=O)OC[C@@H]1O[C@@H](O/N=C2/C[C@@H](O)[C@@H](O)[C@@H]3[C@@H]4C(=O)N(Cc5ccccc5)C(=O)[C@H]4CC[C@@H]23)[C@H](OC(C)=O)[C@H](OC(C)=O)[C@@H]1OC(C)=O
  A = .; B = .; C = .; D = 0%[12.4 µM]; E = .; F = -4%; G = 12%[12.4 µM]; H = -1%[15.3 µM]; I = .
> COc1cccc(NC(=O)C2CCCN2C(=O)Nc2ccccc2F)c1 (stereo unspecified)
  A = 11%; B = 32%; C = -4%; D = 2%; E = -2; F = -3%; G = 11%; H = -16%; I = -12%
> Cc1ccc(-n2c(SCC(=O)N3CCCc4ccccc43)nnc2-c2cccnc2)c(C)c1
  A = 76%[activator]; B = 32%; C = -13%; D = 3%; E = -9; F = -4%; G = 3%; H = -13%; I = -16%
> Cc1ccc(NC(=S)N2CCC(NC(=O)c3cccc(F)c3)CC2)cc1
  A = 32%[activator]; B = 39%; C = -14%; D = -2%; E = -10; F = -1%; G = 8%; H = -7%; I = -9%
> COc1ccccc1N(CC(=O)N1CCOCC1)S(C)(=O)=O
  A = 89%[activator]; B = 0%; C = -8%; D = -9%; E = -2; F = -3%; G = 14%; H = -3%; I = -9%
> CC1CC1c1ccc(/C=C(\C#N)C(=O)Nc2ccc(Cl)cc2)o1 (stereo unspecified)
  A = -1%; B = -10%; C = -9%; D = 2%; E = -5; F = 3%; G = 21%; H = 5%; I = -7%
> Cc1nc(Cl)sc1C(=O)Nc1ccc(C(F)(F)F)cc1
  A = 5%; B = -19%; C = -11%; D = -8%; E = -16; F = 3%; G = 37%; H = -18%; I = -8%
> O=[N+]([O-])c1ccccc1S(=O)(=O)NC1CC2CCC1C2 (stereo unspecified)
  A = 20%; B = 1%; C = 0%; D = -1%; E = -3; F = -3%; G = 6%; H = -4%; I = -16%
> CC(=O)C1C(c2cn(-c3ccccc3)nc2-c2cccs2)NC(=O)NC1(O)C(F)(F)F (stereo unspecified)
  A = -1%; B = 1%; C = -2%; D = -3%; E = 4; F = -3%; G = -4%; H = -19%; I = -12%
> CC1(C)S[C@@H]2[C@H](NC(=O)[C@@H](NC(=O)N3CCNC3=O)c3ccccc3)C(=O)N2[C@H]1C(=O)O
  A = .; B = .; C = 1%[19.4 µM]; D = 1%[21.4 µM]; E = .; F = -1%; G = -4%[21 µM]; H = -10%[29.3 µM]; I = .

(further entries)
Order of results: POLI inh	Pol beta inh	POLK inh	BLM inh	LDHA block	GRP78 ERSR act	APEX1 inh	Anesthetic bind	POLH inh
O=C(Nc1c2c(nn1-c1ccc(F)cc1)CS(=O)(=O)C2)C1CCCC1
→ 24%	34%	-7%	-3%	-4	1%	0%	6%	-6%
O=C(Nc1ccc(Cl)c(Cl)c1)OCc1cccnc1
→ 28%	-4%	-9%	-8%	-2	-3%	3%	-10%	11%
COc1ccccc1CNc1cc(-c2ccccc2C(F)(F)F)ncn1
→ .	.	1%[60.1 µM]	0%	.	-4%	13%	.	.
CC(=O)c1cccc(Nc2ncnc3c2cnn3C)c1
→ -3%	28%	-4%[60.1 µM]	2%	-12	-3%	.	-5%	-3%
C#CCNCCS(=O)(=O)N(Cc1ccc(Br)cc1)[C@@H](CC(C)C)C(=O)O
→ 45%[activator]	.	-4%	.	-2	0%	-10%	.	-14%
Cc1cc(S(=O)(=O)N2CCN(C(=O)c3ccco3)CC2)ccc1F
→ 268%[activator]	55%	-20%	-1%	-6	-3%	21%	-2%	-14%
CC(=O)Nc1cccc(NC(=O)C(=O)c2cn(CC(=O)N3CCCCC3)c3ccccc23)c1
→ 41%[activator]	-17%	-9%	-2%	-3	3%	-5%	?	0%
COc1cc(NC(=O)c2ccccc2)c(OC)cc1NC(=O)Cc1ccc(F)cc1
→ 146%[activator]	10%	0%	-6%	-6	-4%	14%	-13%	-1%
CCNC(=O)NC(=O)CSc1ccc(S(=O)(=O)N2CCCCC2)cn1
→ 9%	.	-4%	.	-2	-4%	43%	.	-18%
Cc1ccc(NC(=O)CC2Nc3cccc4cccc(c34)NC2=O)cc1 (stereo unspecified)
→ 5µM*	-21%	?	-7%	29	-2%	.	-9%	-20%
Cc1ccc(C(=O)NCC(=O)N2CCN(c3ncccn3)CC2)s1
→ 6%	-2%	-17%	-4%	0	3%	?	-4%	?

Single records, from the list above:
Cc1ccc(C(=O)NCC(=O)N2CCN(c3ncccn3)CC2)s1 as listed: POLI inh = 6%; Pol beta inh = -2%; POLK inh = -17%; BLM inh = -4%; LDHA block = 0; GRP78 ERSR act = 3%; APEX1 inh = ?; Anesthetic bind = -4%; POLH inh = ?
COc1ccccc1CNc1cc(-c2ccccc2C(F)(F)F)ncn1 as listed: POLI inh = .; Pol beta inh = .; POLK inh = 1%[60.1 µM]; BLM inh = 0%; LDHA block = .; GRP78 ERSR act = -4%; APEX1 inh = 13%; Anesthetic bind = .; POLH inh = .
CCNC(=O)NC(=O)CSc1ccc(S(=O)(=O)N2CCCCC2)cn1 as listed: POLI inh = 9%; Pol beta inh = .; POLK inh = -4%; BLM inh = .; LDHA block = -2; GRP78 ERSR act = -4%; APEX1 inh = 43%; Anesthetic bind = .; POLH inh = -18%

A portion of the library (hit frequency here may not be typical).
